# Assay outcomes (PubChem BioAssay)
# HTR5A inv ag: inverse agonist of human HTR5A in OPRM1-OPRD1 counter-screen; P47898; HTR5A cell line, luminescence, inverse agonism; inhibition, % at 9.3 µM; 340,000 tested, 0.083% active; in the data active = inhibition mostly above about 23%, no sharp cut-off; inactive = mostly below about 18%;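 note: 0% = cells with DMSO and 100% = no-cell wells with DMSO; some compounds called inactive have numbers as strong as hits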
# Target sequence (P47898 whole entry, looked up): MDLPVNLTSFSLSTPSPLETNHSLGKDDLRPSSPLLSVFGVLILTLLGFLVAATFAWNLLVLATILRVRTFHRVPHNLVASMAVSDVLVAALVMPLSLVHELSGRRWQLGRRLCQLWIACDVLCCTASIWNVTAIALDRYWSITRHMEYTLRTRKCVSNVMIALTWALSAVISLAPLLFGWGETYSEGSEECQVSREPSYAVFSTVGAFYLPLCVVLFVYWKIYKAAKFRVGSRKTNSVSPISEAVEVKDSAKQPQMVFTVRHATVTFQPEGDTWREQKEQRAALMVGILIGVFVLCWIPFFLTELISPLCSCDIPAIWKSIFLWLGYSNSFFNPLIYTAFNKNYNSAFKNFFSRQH
# PvdQ acylase: P. aeruginosa PvdQ acylase inhibition | purified PvdQ acylase, fluorescence plate reader | inhibition, % at 10 µM | 340,000 tested, 0.063% active | AID 488965; in the data active = inhibition above about 30%, passing the limit was not always enough; inconclusive = no clear call, values can overlap the other calls;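 note: 0% = vehicle neutral wells and 100% = reference inhibitor wells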
# V-ATPase pHluor: alters yeast V-ATPase proton transport; 350,000 tested, 0.37% active; response, % at 10 µM; S. cerevisiae, pHLuorin cytosolic pH fluorescence; AID 504577; in the data active = response mostly above about 7.3%, no sharp cut-off; inactive = mostly below about 5.4%; note: actives read high; inactives centre near 0; some compounds called inactive have numbers as strong as hits; reference of the scale not given here
# MITF act: activators of MITF-driven TRPM1 promoter activity in SK-MEL-5 cells | 300,000 tested, 0.75% active | SK-MEL-5 TRPM1-promoter luciferase, 24 h; % of positive control, neutral wells = 0 | activation, % at 12.5 µM;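 active = mean activation of at least 80% with every replicate also reaching 80%; inconclusive = mean reaches 80% but some replicate falls short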;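 note: 0% = neutral control wells and 100% = parthenolide positive control wells; values of inactives mirror those of a sister screen read the other way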
# SR-BI DiI inh: inhibitors of mouse SR-BI mediated HDL lipid uptake | Q61009 | ldlA[mSR-BI] CHO cells, DiI-HDL uptake fluorescence, 3 h | inhibition, % at 12.5 µM | 320,000 tested, 0.96% active | AID 488896;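 active = mean replicate inhibition of at least 70% and a set share of replicates each scoring 70 or more; inconclusive = meets just one of the two criteria; inactive = fails both criteria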;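 note: 0% = median of neutral control wells and 100% = median of positive control wells; values of inactives mirror those of a sister screen read the other way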
# dFosB activator: enhances mouse delta FosB homodimer DNA binding; activation, % at 25 µM; purified delta FosB, TAMRA-CDK5 oligo fluorescence polarization; percent of positive-control signal above neutral wells; 340,000 tested, 0.99% active;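 active = mean activation above about 17%, with every replicate also reaching it, limit read from the data, passing the limit was not always enough; inconclusive = only one of the two conditions met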;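 note: fluorescence polarization rise as delta FosB binds a TAMRA Cdk5 AP-1 oligo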
# HTR5A ag ctr: HTR5A agonism, opioid heterodimer counter-screen; P47898; AID 504692; 340,000 tested, 0.61% active; HTR5A agonist assay, luminescence, cell-based; activation, % at 9.3 µM; in the data active = activation mostly above about 9.5%, no sharp cut-off; inactive = mostly below about 7.6%;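 note: 0% = cells with vehicle only and 100% = reference agonist; strong numbers were not always called active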
# Wnt bcat act: activators of Wnt/beta-catenin signaling; AID 743398; 300,000 tested, 1.2% active; Wnt/beta-catenin reporter cell assay, activator, plate reader; activation, % at 9.35 µM; in the data active = activation above about 30%, passing the limit was not always enough; inconclusive = no clear call, values can overlap the other calls;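 note: 0% = neutral control wells and 100% = positive control wells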
# CDK5 inh: blocks human CDK5/p35 kinase activity. Q00535+Q15078. Recombinant CDK5/p35, ADP-Glo luminescence, 60 min. inhibition, % at 10 µM. 330,000 tested, 0.01% active. AID 488839;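 active = highest replicate inhibition of at least 50% and at least 75% of replicates reaching 50%; inconclusive = only one of the two criteria met; inactive = both criteria failed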;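 note: plate controls were DMSO neutral control for no effect and GW8510 at 10 µM for full effect; many of its hits are not listed in these tables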
# Target sequence (Q00535 whole entry, looked up): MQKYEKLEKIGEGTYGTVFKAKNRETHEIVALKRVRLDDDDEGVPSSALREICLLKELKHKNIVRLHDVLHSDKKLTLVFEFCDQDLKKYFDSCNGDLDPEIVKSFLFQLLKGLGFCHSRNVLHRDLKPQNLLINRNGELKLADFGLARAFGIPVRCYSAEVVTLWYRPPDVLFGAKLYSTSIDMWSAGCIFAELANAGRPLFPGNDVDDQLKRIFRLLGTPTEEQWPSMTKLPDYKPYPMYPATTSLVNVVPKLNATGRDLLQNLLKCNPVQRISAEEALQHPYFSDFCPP
# Target sequence (Q15078 whole entry, looked up): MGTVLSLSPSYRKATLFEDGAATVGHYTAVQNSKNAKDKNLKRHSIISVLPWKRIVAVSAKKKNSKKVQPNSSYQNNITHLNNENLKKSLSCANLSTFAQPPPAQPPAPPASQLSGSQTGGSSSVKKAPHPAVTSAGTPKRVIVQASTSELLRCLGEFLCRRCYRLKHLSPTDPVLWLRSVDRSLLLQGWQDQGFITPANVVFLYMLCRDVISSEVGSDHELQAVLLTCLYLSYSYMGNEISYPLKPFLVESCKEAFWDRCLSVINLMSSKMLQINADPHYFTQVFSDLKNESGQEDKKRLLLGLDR
# NSD2 inh: blocks human histone methyltransferase NSD2 | NSD2 peptide methylation, AlphaScreen, 120 min | inhibition, % at 12.5 µM | 310,000 tested, 0.54% active; in the data active = inhibition above about 50%
# Numbers without * were called inactive; ? = inconclusive; / = not tested or not shown.
SMILES,HTR5A inv ag,PvdQ acylase,V-ATPase pHluor,MITF act,SR-BI DiI inh,dFosB activator,HTR5A ag ctr,Wnt bcat act,CDK5 inh,NSD2 inh
O=C(NCCCn1ccnc1)c1cc(-c2cccnc2)nc2ccc(Br)cc12,11,-14,1,4,-11,-24,-5,0,0.5,-1
CCCCc1ccc(NC(=O)Cn2c(=O)c(N3CCCCC3)c(N)n(C)c2=O)cc1,1,-11,1,4,11,-11,0,-4,-0.8,-2
NC(=O)c1ncn([C@@H]2O[C@H](CNCc3ccc(-c4cc(C(F)(F)F)ccc4Cl)o3)[C@@H](O)[C@H]2O)n1,0,?,2,14,8,-9,0,-4,-0.1,/
S=c1[nH]nc(-c2c[nH]c3ccccc23)o1,4,-18,-1,-11,-21,-3,-1,0,0.6,1
COc1ccc(-n2c(NN)nc3sc4c(c3c2=O)CCCC4)cc1,-7,-5,3,-4,60,-3,3,-2,0.6,4
CC(=O)N(c1ccc(C)cc1)c1nc(C)cc(C)c1C#N,7,-11,-3,-7,15,-3,-1,0,0.1,-4
Cc1cccc2c(C(=O)N3CCCCC3)cc(-c3ccccc3)nc12,-19,-6,2,-15,/,-14,6,-3,-1.3,-7
CC(=O)Nc1cccc(C(=O)NC(C)c2ccc(S(N)(=O)=O)cc2)c1 (centres undefined),-12,4,1,-2,-12,4,4,/,0.4,3
CC1=CC(C)(C)N(C(=O)CSc2nnc(-c3ccc(C)cc3)o2)c2ccc(C)cc21,-5,-11,-5,3,?,-15,2,/,0.9,-2
Cc1ccc(NC(=O)NC(=O)N(C(C)C)S(C)(=O)=O)nc1,23,7,1,9,-27,-4,3,-1,2.2,0
Cc1cc(O)c(C(C)C)cc1NC(=O)Cn1nc(C)c2ccccc2c1=O,-14,18,0,/,9,-2,4,-9,4.0,2
CC(C)Oc1ccc(S(=O)(=O)N2CCOCC2)cc1NC(=O)c1ccc(N2CCCC2=O)cc1,3,-9,4,-9,11,-15,-1,0,-0.1,-4
COc1ccc(CCNC(=O)COc2coc(CN3c4ccccc4CC3C)cc2=O)cc1OC (centres undefined),-7,-5,-4,-23,85*,-5,2,-2,0.8,3
CC(C)(C)C(=O)CC1(O)C(=O)N(Cc2ccccc2)c2ccccc21 (centres undefined),-6,-16,-3,7,-25,-11,-3,0,-4.8,0
CN(CCCC(=O)Nc1nccs1)S(=O)(=O)c1ccc(Cl)cc1,-9,-11,2,12,-14,-6,3,-1,-0.1,/
CS(=O)(=O)c1ccc(Cl)c(NC(=O)CSC(=S)N2CCCC2)c1,-17,6,-3,-2,-5,1,4,-3,-0.9,/
CC(/C=C/c1ccco1)=N\NC(=O)CNc1ccc2ccccc2c1,-18,-5,-3,-20,5,-8,12*,0,0.3,-1
CCc1ccc(C(=O)NNC(=O)c2cc(S(=O)(=O)N(C)C)ccc2N2CCCC2)cc1,3,-13,3,10,0,-4,0,-1,-0.1,4
O=[N+]([O-])c1cc([N+](=O)[O-])c(Oc2cc(F)cc(F)c2F)cc1NN1CCCCC1,-13,-10,2,5,-10,-9,-4,-3,-2.0,/
CNC(=O)COc1ncnc2sc(C)c(C)c12,2,-7,2,5,-38,0,-1,/,0.0,0
O=C(Nc1ncc(Cc2ccccc2Cl)s1)C1CCCO1 (centres undefined),12,-6,-5,73,5,-4,6,10,1.4,2
CCn1c(SCc2nc3ccccc3s2)nnc1-c1cccs1,-16,-10,-7,24,7,-5,5,/,-0.7,-15
Cc1ccc(OCC(=O)Nc2ccc(Cl)cc2)c(-n2nc3ccccc3n2)c1,11,14,2,2,21,-6,-2,/,0.4,-1
Cc1ccc(NC(=O)Nn2cnnc2)cc1Cl,4,-8,-1,4,13,-3,-1,0,-0.2,-3
O=C(c1ccc(Cl)c(S(=O)(=O)N2CCc3ccccc3C2)c1)N1CCN(c2ccccc2)CC1,-11,-8,-1,-3,21,-4,9,-10,-0.2,0
CC(OC(=O)c1ccc(Cl)c(S(N)(=O)=O)c1)C(=O)NCc1ccc2c(c1)OCO2 (centres undefined),1,9,1,-2,-13,-7,-2,-1,1.3,-1
O=C(CNC(=O)c1ccccc1)OCC(=O)N1N=C(c2ccc(Cl)cc2)CC1c1ccco1 (centres undefined),-8,-5,4,4,11,-6,2,41*,0.1,0
Cc1ccc(SCc2cc(=O)[nH]c(Nc3nc(C)c4cccc(C)c4n3)n2)cc1,16,-15,-4,2,-7,8,1,/,-1.2,23
COc1cc(C2/C(=C(\O)c3ccc4c(c3)CC(C)O4)C(=O)C(=O)N2CCCn2ccnc2)ccc1O (centres undefined),-7,-8,1,-7,-4,-5,2,/,-0.3,1
CN(C)CCN1C(=O)c2oc3ccccc3c(=O)c2C1c1ccc(F)cc1 (centres undefined),-10,-6,0,12,1,-3,2,/,-0.2,4
COc1ccc(CCNC(=O)CC2Nc3ccccc3NC2=O)cc1OC (centres undefined),5,3,/,-10,60,-5,1,-4,0.4,/
CCc1ccc(Oc2cc(C)nc(N)n2)cc1,4,-6,1,53,-4,2,-2,/,-1.8,0
O=C1CCC([N+](=O)[O-])C(c2ccc(-c3ccccc3)cc2)N1 (centres undefined),-12,-4,3,-9,-22,0,2,-1,0.3,1
O=C(Cc1c(O)c2ccccc2[nH]c1=O)NCc1ccc(F)cc1,22,-4,1,/,-21,7,-9,-2,-8.7,-1
COCc1c(C(=O)OCC(=O)N2c3ccccc3NC(=O)C2(C)C)oc2ccccc12,-1,1,-9,-6,41,-5,0,/,1.4,2
CC(=O)c1ccc(N2C(=O)CC(N3CCN(S(=O)(=O)c4cc(C)ccc4C)CC3)C2=O)cc1 (centres undefined),6,-13,-2,9,-5,-7,-2,1,-0.7,1
O=Cc1ccc(-c2ccc([N+](=O)[O-])cc2Cl)o1,-4,10,-1,2,-6,-3,-4,-2,-1.5,5
Cc1ccc(C)c(C(=O)COC(=O)c2cccc(N3C(=O)c4c(C)nc5ccccc5c4C3=O)c2)c1,-11,4,9,2,0,0,-1,/,2.0,-2
NS(=O)(=O)c1ccc2nc(NC(=O)C3CCCO3)sc2c1 (centres undefined),11,-11,-3,2,9,-2,-3,7,-2.4,1
Cc1ccn2cc(CNS(=O)(=O)c3ccc4ccccc4c3)nc2c1,1,1,-8,5,-6,-14,1,0,-0.5,-2
COC(=O)CSc1nc2ccc(NC(C)=O)cc2s1,5,2,0,-7,-15,-3,3,3,-6.4,-1
O=C(NC1CC2CCCC(C1)N2C(=O)NC1CCCCC1)c1ccc(F)cc1 (centres undefined),28,8,5,/,-23,-4,2,0,-1.7,-3
Cc1ccc(-n2cnn(-c3ccc([N+](=O)[O-])cc3[N+](=O)[O-])c2=O)cc1,-12,8,7,1,14,-11,3,2,-3.9,9
Cc1oc(-c2ccc(Cl)cc2)nc1CN1CCCC(C(=O)NCc2cccnc2)C1 (centres undefined),-3,-14,1,/,30,-7,4,/,0.4,3
Cc1cc(NC(=O)Cn2nc(C(=O)O)c3ccccc3c2=O)ccc1Br,-7,-7,5,-2,/,-6,2,-2,-2.0,/
Cc1ccc(-c2nnc(SC(C)C#N)n2N)cc1 (centres undefined),-9,-6,6,/,-20,-3,3,6,-0.9,-5
CC1(C)Cc2ccccc2-c2n[nH]c(=S)n21,-1,-6,-3,4,5,-1,-2,-1,3.4,1
O=C(c1ncc[nH]1)c1ccccc1C(=O)N1CCOCC1,0,-9,-1,1,22,2,9,0,0.6,-1
O=C(CSC1=NS(=O)(=O)c2cc(F)ccc2N1)Nc1ccccc1F,0,-19,-2,2,-10,-5,0,-1,-2.7,0
O=C(CSc1nc(-c2cccs2)cc(C(F)(F)F)n1)Nc1cc(OCC(F)(F)F)cc([N+](=O)[O-])c1,44,15,2,6,21,16,5,/,-2.1,0
CC(Oc1cccc2c1OC(C)(C)C2)C(=O)O (centres undefined),-11,-9,10,73,-24,2,0,/,-0.8,-1
O=C1CCCc2c1[nH]c1ccc(Cl)cc21,-1,-11,2,-44,-3,-7,1,-36,1.7,-1
CCOC(=O)N1CCC(NC(=O)c2cc3c(-c4ccc(OC)c(OC)c4)nn(C)c3s2)CC1,-5,-8,-3,-6,42,-3,2,-5,0.5,19
C[C@H]1CN([C@@H](C)CO)C(=O)Cc2cc(NC(=O)Cc3ccccc3)ccc2O[C@H]1CN(C)S(=O)(=O)c1cccs1,2,6,-3,-13,-1,-8,0,0,0.2,/
CC(OC(=O)c1cc2sccc2n1C)C(=O)NCc1ccco1 (centres undefined),-26,4,0,5,-3,0,10,-1,4.3,0
Cc1ccc(/C=C2\SC(=S)N(CCCC(=O)NC3CCCC3)C2=O)cc1,1,2,1,-75,18,7,-1,-2,-0.7,-5
Cc1nn(Cc2ccccc2)c(Cl)c1C(=O)NCCc1ccc(Cl)cc1,0,4,0,26,29,-5,9,/,-1.6,-4
O=C(NNC(=O)c1cc2cc(Br)ccc2oc1=O)c1ccc(O)cc1O,13,-10,3,6,83*,13,-5,-6,1.1,-1
COc1ccc(S(=O)(=O)N2CCC(C(=O)NCCC3=CCCCC3)CC2)cc1OC,-7,8,-3,0,14,1,3,/,3.9,0
CCCOc1ccc(Cl)cc1Nc1nc(NCCO)nc(N2CCCC2)n1,-5,-1,-9,4,-24,5,2,-5,0.9,/
# Next structures follow:
SMILES,HTR5A inv ag,PvdQ acylase,V-ATPase pHluor,MITF act,SR-BI DiI inh,dFosB activator,HTR5A ag ctr,Wnt bcat act,CDK5 inh,NSD2 inh
COc1cccc(N2CCN(C(=O)CCc3nnc4ccc(N5CCOCC5)nn34)CC2)c1,16,-10,1,5,3,-4,5,-1,-0.4,/
Cc1cc(NC(=O)CSCC(=O)Nc2ccccc2N2CCCCC2)no1,-17,3,-2,0,-15,5,6,-3,1.4,0
Cc1ccc(-n2nc(C)cc2NC(=O)c2ccc(C)s2)cc1,-10,-3,2,-7,87*,-7,2,/,-0.4,0
COC(=O)/C=c1/s/c(=C(\C#N)C(=O)NCc2ccco2)n(-c2ccc(C)cc2)c1=O,-18,-5,-11,-8,0,-12,11,-1,-7.9,0
Cc1cccc(Cc2nnc(CCC(=O)N(CC3CC3)CC3CCCO3)o2)c1 (centres undefined),-19,-17,-2,27,-2,-2,-3,?,0.1,-2
CCN(C[C@H]1N[C@@](CC)(C(=O)OC)[C@H]2C(=O)N(Cc3ccccc3)C(=O)[C@@H]12)C(=O)NC(C)C,7,6,-1,-4,22,-2,-2,1,0.8,/
O=C1C2CCCN2C(c2ccccc2)N1c1nccs1 (centres undefined),-1,-4,1,-7,-12,-6,0,8,-0.4,-3
C=C(C)c1cccc(C(C)(C)NC(=O)NCC2CCCO2)c1 (centres undefined),4,-13,-3,-4,-12,-9,2,-2,0.9,-1

# Record cards (already shown). Order of values: HTR5A inv ag | PvdQ acylase | V-ATPase pHluor | MITF act | SR-BI DiI inh | dFosB activator | HTR5A ag ctr | Wnt bcat act | CDK5 inh | NSD2 inh
# CCN(C[C@H]1N[C@@](CC)(C(=O)OC)[C@H]2C(=O)N(Cc3ccccc3)C(=O)[C@@H]12)C(=O)NC(C)C in the list: 7 | 6 | -1 | -4 | 22 | -2 | -2 | 1 | 0.8 | /
# C=C(C)c1cccc(C(C)(C)NC(=O)NCC2CCCO2)c1 (centres undefined) in the list: 4 | -13 | -3 | -4 | -12 | -9 | 2 | -2 | 0.9 | -1
# COc1cccc(N2CCN(C(=O)CCc3nnc4ccc(N5CCOCC5)nn34)CC2)c1 in the list: 16 | -10 | 1 | 5 | 3 | -4 | 5 | -1 | -0.4 | /
